Source: PubChem
HttQ103 aggreg: mutant huntingtin aggregation inhibition. PC12 HttQ103-GFP aggregates, Acumen cytometry, 40 h. Potency, µM (series often up to 46.1 µM), inactives show at the highest dose activity change, negative = inhibition, usual class: inhibitors. 220,000 compounds, 1.1% hits. AID 1688; note: % is set by controls: 0 for no effect and ±100 for the full control effect; nearly all actives have a fitted effect of over 60% in size
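PC12/HTTQ103-GFP, ecdysone-inducible; teb 100 nM; cpd qHTS titration; GFP aggregates read on laser cytometer, Ex 488/Em 500-530 nm.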
RGS12 GoLoco inh: inhibitors of human Gai1-RGS12 GoLoco interaction (red fluorophore); 230,000 compounds, 0.44% hits; Potency, µM (highest dose often 61.6 µM), inactives show at the highest dose activity, negative = inhibition, hits mostly inhibitors; Gai1:RGS12 GoLoco peptide FP, rhodamine, 10 min; active = well fitted inhibition curve with a large enough effect, not every such curve was filed as active; inactive = no such curve, though single readings can be large or run the other way; note: % is set by controls: 0 for no effect and ±100 for the full control effect; nearly all actives have a fitted effect of over 30% in size; many of its hits are not listed in these tables
Target sequence (P63096 whole entry, looked up): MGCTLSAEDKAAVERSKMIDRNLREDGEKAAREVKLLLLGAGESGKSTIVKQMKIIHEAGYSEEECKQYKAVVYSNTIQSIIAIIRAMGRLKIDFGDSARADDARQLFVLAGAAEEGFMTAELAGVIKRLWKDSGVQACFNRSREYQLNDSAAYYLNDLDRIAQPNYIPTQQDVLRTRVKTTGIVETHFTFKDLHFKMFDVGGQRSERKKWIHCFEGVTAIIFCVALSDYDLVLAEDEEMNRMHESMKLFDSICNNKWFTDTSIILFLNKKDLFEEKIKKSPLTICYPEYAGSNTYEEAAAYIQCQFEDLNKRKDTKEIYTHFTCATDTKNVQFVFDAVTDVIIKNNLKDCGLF
HTT ATP protect: Huntington cell model cytoprotection by ATP luminescence | PC12 HTT-Q103 induced, cytoprotection, ATP luminescence, 40 h | Potency, µM (doses to about 56.4 µM), for inactives: cytoprotection (ATP increase), most hits filed as activators | 230,000 compounds, 0.14% hits | AID 1471;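 note: % of control where 0% means no effect; nearly all actives have a fitted effect of over 45% in size; toxic huntingtin expression switched on by the ecdysone agonist tebufenozide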
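Compounds were screened for protection of PC12 cells against cell death after tebufenozide induction (100 nM final) of mutant Huntingtin exon 1 (Q103) fused to GFP.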
GAA inh: inhibitors of human lysosomal alpha-glucosidase; P10253; purified human GAA, 4-MU-alpha-glucoside fluorescence; Potency, µM (series often up to 76.9 µM), for inactives: top-dose activity change, negative = inhibition, usual class: inhibitors; 200,000 compounds, 0.005% hits; AID 1466;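 note: plate controls were uninhibited enzyme wells for no effect and no-enzyme background for full effect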
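Human enzyme at 4 nM with 400 uM 4-methylumbelliferyl-alpha-D-pyranoside, citrate/phosphate buffer pH 5.0, 0.005% Tween-20, 20 min at room temperature. Compounds up to 77 uM. 4-MU fluorescence (Ex 365/Em 440) read after NaOH/glycine stop; AC50 from Hill fit.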
GAA glycogen: inhibitors or activators of human alpha-glucosidase glycogen cleavage; P10253; recombinant GAA, glycogen substrate, Amplex Red glucose oxidase fluorescence; Potency, µM (titrated, usually from 76.4 µM), inactives show top-dose activity change, negative = inhibition, most hits filed as inhibitors; 300,000 compounds, 0.38% hits; AID 2100;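 note: 0% = full enzyme reaction and -100% = no-enzyme basal signal; the screen sought inhibitors and activators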
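Recombinant human enzyme (4 nM); glycogen substrate; 37 C, 40 min, pH 5.0. Readout: coupled glucose oxidase/Amplex Red fluorescence.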
IMPase Li inh: IMPase inhibition in cells with lithium potentiation; CHO-M1 cells, IP1 TR-FRET (IP-One), carbachol + lithium; Potency, µM (titrated, usually from 59.4 µM), inactives show at the highest dose activity, negative = IMPase inhibition, actives largely listed as inhibitors; 210,000 compounds, 0.35% hits;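 note: IP1 builds up when IMPase is blocked and the TR-FRET signal falls; plate controls were basal vehicle for no effect and high inhibitor control for full effect; nearly all actives have a fitted effect of over 50% in size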
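Test compounds were applied to CHO-M1 cells previously cultured for 16–30 h at 2000 per well. A small lithium amount accompanied them; after 30 min at 37C, IP1 was quantified by TR-FRET.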
aGlu spleen mod: lysosomal alpha-glucosidase (human) modulation; P10253; human spleen homogenate, 4-MU-alpha-glucoside fluorescence; Potency, µM (highest dose often 79.9 µM), for inactives: at the highest dose activity change, negative = inhibition, usual class: inhibitors; 240,000 compounds, 0.006% hits;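 note: 0% = enzyme with vehicle and -100% = no enzyme basal signal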
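Human spleen homogenate (1 ug) with 4-methylumbelliferyl-alpha-D-glucopyranoside (1 mM final) in 50 mM citrate/phosphate pH 5.0, 0.01% Tween-20; 40 min at 37 C. Stopped at pH 10; 4-MU fluorescence Ex 365/Em 440 nm; AC50 by Hill fit.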
Numbers without * were called inactive; u = inconclusive; x = not tested or not shown; & = joins results of further samples; [ ] = another dose, or the depositor's remark. Unless noted, calls come from the whole dose curve; as a rule, active = well fitted curve in the direction sought with a large enough effect; inconclusive = small, poorly fitted or top-dose-only effect, or another doubt; inactive = no such curve, though single readings can be large; an effect the other way counts as inactive or inconclusive. Potency is the fitted concentration of half-maximal effect. This is a subset; rates above refer to the full screens.

Preview, three compounds:
SMILES	HttQ103 aggreg	RGS12 GoLoco inh	HTT ATP protect	GAA inh	GAA glycogen	IMPase Li inh	aGlu spleen mod
CCOc1ccc2c(c1)c1nnc(SCC(=O)N3CCC(C)CC3)nc1n2C	5%	3%	-6%	-11%	5%	35%[activator][38.3 µM]	0%
CS(=O)(=O)N(CC(=O)N1CCCCC1)c1cccc(F)c1	7%[9.22 µM]	13%	34%[10 µM]	8%	0%	-6%	2%
CC12CCC(C(=O)NCc3ccc4c(c3)OCO4)(OC1=O)C2(C)C (centres undefined)	8%	-8%	8%	-2%	-21%	11%[38.3 µM]	-6%

The list itself, repeating the preview:
SMILES	HttQ103 aggreg	RGS12 GoLoco inh	HTT ATP protect	GAA inh	GAA glycogen	IMPase Li inh	aGlu spleen mod
CCOc1ccc2c(c1)c1nnc(SCC(=O)N3CCC(C)CC3)nc1n2C	5%	3%	-6%	-11%	5%	35%[activator][38.3 µM]	0%
CS(=O)(=O)N(CC(=O)N1CCCCC1)c1cccc(F)c1	7%[9.22 µM]	13%	34%[10 µM]	8%	0%	-6%	2%
CC12CCC(C(=O)NCc3ccc4c(c3)OCO4)(OC1=O)C2(C)C (centres undefined)	8%	-8%	8%	-2%	-21%	11%[38.3 µM]	-6%
CN(C)CCCNC(=O)c1cc(C(=O)Cc2ccccc2)c[nH]1	13%[9.22 µM]	11%	-29%	u	23%	3%	1%
COc1cccc(NC(=S)N2CCCN(Cc3ccc(F)cc3)C2)c1	-16%	8%	-49%[inhibitor]	1%	0%	14%	-5%
O/N=C/c1ccccc1OCc1ccc(Cl)cc1	-18%	-4%	-25%	-3%	-8%	-5%[38.3 µM]	-1%
Nc1c(Cl)ncnc1NCCO	-1%&-2%[9.22 µM]	-2%&5%	22%&-1%[10 µM]	1%	-1%&13%	0%	-1%&8%
O=C(Nc1ccncc1)C1CCN(S(=O)(=O)c2cccs2)CC1	-4%	5%	-28%	5%	5%	-5%	-7%
Cc1ccc(NC(=O)CC2S/C(=N/N=C/c3c[nH]c4ccccc34)NC2=O)cc1 (centres undefined)	14%	0%	-48%[inhibitor][10 µM]	1%	14%	2%	-6%
CCOc1ccc(NC(=O)N2CC=C(n3c(=O)[nH]c4ccccc43)CC2)cc1	6%	6%	-14%	-5%	9%	6%[38.3 µM]	-12%
CCOc1ccccc1OCCCOc1ccc(C)cc1Br	0%	85%[activator]	-9%	-6%	1%	22%[38.3 µM]	4%
CN(C(=O)c1cccc(C#N)c1)c1nnc(-c2cnccn2)s1	3%	10%	-17%[10 µM]	6%	4%	19%[38.3 µM]	1%
Cc1noc(C)c1CS(=O)(=O)Cc1ccc(Cl)cc1	24%	12%	u	-5%	9%	4%	0%
CCOC(=O)C1(Cc2ccccc2)CCCN(CCCn2cccn2)C1 (centres undefined)	-9%[9.22 µM]	14%	-1%[10 µM]	6%	-3%	13%	3%
CCSc1ncc(Cl)c(C(=O)Nc2sc3c(c2C(=O)NCc2cccnc2)CCCC3)n1	12%	9%	7%	-6%	-6%	4%[38.3 µM]	0%
CCC(=O)c1cn(CC(=O)NCc2cccnc2)c2ccccc12	11%	58%[activator]	-1%	1%	8%	3%[38.3 µM]	-2%
Cc1cccc(NC(=O)c2cccc3c2-c2ccccc2C3=O)n1	32%	2%	-33%[inhibitor]	2%	6%	0%	2%
NC(=O)c1ccc[n+](Cc2ccccc2)c1	-11%	x	-4%[10 µM]	-2%	20%	x	-3%
CCO[C@@H]1OC(C(=O)N2CCN(Cc3ccc4c(c3)OCO4)CC2)=C[C@H](c2ccc(Br)cc2)[C@H]1CCCO	1%[9.22 µM]	1%	7%[10 µM]	x	0%	6%	-2%
O=C(CN1CCCc2ccccc21)NC(=O)NCc1ccccc1	3%[9.22 µM]	4%	12%[10 µM]	x	-4%	x	-22%
NS(=O)(=O)c1cccc(-n2cnnn2)c1	1%[9.22 µM]	12%	-11%[10 µM]	-4%	9%	x	-6%
COc1cc2c(cc1NC(=O)COC(=O)c1ccc(C(C)(C)C)cc1)oc1ccccc12	-7%	-6%	22%[10 µM]	3%	-5%	-6%	7%
NC(=O)c1ccc(NC(=O)CCCN2C(=O)c3ccccc3C2=O)cc1	2%	-2%	-4%	0%	-10%	27%[38.3 µM]	-6%
Cc1ccc(NC(=S)N2CCN(CCN3C(=O)c4cccc5cccc(c45)C3=O)CC2)cc1	26%	0%	-41%[inhibitor]	1%	-4%	-2%[38.3 µM]	-3%
Cc1cc(C)cc(-n2c(C)cc(/C=C3\C(=N)N4N=C(CC(C)C)SC4=NC3=O)c2C)c1	-27%	10%	10%[10 µM]	-4%	-3%	13%	-7%
NNc1ccccc1C(F)(F)F	15%	8%	-7%[10 µM]	-1%	-2%	6%	1%
O=C(CNC(=O)c1ccc2c(c1)OCCO2)N/N=C/c1ccco1	5%[9.22 µM]	4%	12%[10 µM]	x	3%	x	-7%
COC(=O)CSc1nnc(SCc2ccccc2)s1	11%	3%	-11%	5%	1%	-30%[38.3 µM]	-7%
CCOC(=O)C1(Cc2cccc(OC)c2)CCN(Cc2ccc(OC)c(O)c2)CC1	-15%[9.22 µM]	8%	7%[10 µM]	4%	-19%	11%	0%
Cc1cccc(Cn2cnc3c(nnn3Cc3ccc(Cl)cc3)c2=O)c1	0%	10%	-16%	-7%	-2%	3%[38.3 µM]	-14%
CCOC(=O)c1ccc(N2C(=O)CC(N3CCC(C(N)=O)(N4CCCCC4)CC3)C2=O)cc1 (centres undefined)	-1%	-6%	-14%[10 µM]	-1%	0%	-7%	3%
COC(=O)CCC(=O)OC1(C)C(=O)C=C2C=C(C3CC3)N(CC3CC3)C=C2C1=O (centres undefined)	-13%[9.22 µM]	-4%[14.2 µM]	10%&-6%[10 µM]	x	u	7%	0%[17.4 µM]
COc1cc(NC(=O)COC(=O)Cc2ccc(-c3ccccc3)cc2)cc(OC)c1	1%	46%[activator]	x	8%	-4%	-1%	0%
Cc1sc2ncnc(SCC(=O)c3ccc4c(c3)OCCO4)c2c1-c1ccccc1	-19%	6%	19%[10 µM]	-4%	-1%	4%	-6%
CN(C)CCNC(=S)Nc1ccccc1C(C)(C)C	4%	3%	-46%[inhibitor]	-4%	11%	6%	3%
CCn1c(=O)cc(OCC(=O)NCCCN2CCC(C)CC2)c2ccccc21	19%[9.22 µM]	-1%	9%	-6%	6%	17%[38.3 µM]	2%
CC(C)N1CCN(Cc2nc(-c3ccccc3)cs2)CC1CCO (centres undefined)	3%[9.22 µM]	-1%	21%[10 µM]	x	5%	8%	-3%
NC(=O)N/N=C/c1cc(Br)ccc1OC(=O)c1ccccc1	-11%	3%	x	12%	6%	-3%	6%
COc1ccc2oc(=O)c(C(=O)N3CCN(c4ccccc4)CC3)cc2c1	-3%	12%	-3%	-8%	-4%	8%[38.3 µM]	-6%
COc1ccc(Cn2c(=O)c3c(nc(NCCO)n3C)n(C)c2=O)cc1	16%[9.22 µM]	-4%	-24%	-3%	9%	-4%[38.3 µM]	-10%

A few values from above.
CCOC(=O)c1ccc(N2C(=O)CC(N3CCC(C(N)=O)(N4CCCCC4)CC3)C2=O)cc1 (centres undefined) in HttQ103 aggreg = -1%
Cc1sc2ncnc(SCC(=O)c3ccc4c(c3)OCCO4)c2c1-c1ccccc1 in HttQ103 aggreg = -19%
COc1cc(NC(=O)COC(=O)Cc2ccc(-c3ccccc3)cc2)cc(OC)c1 in GAA glycogen = -4%
CCOC(=O)C1(Cc2cccc(OC)c2)CCN(Cc2ccc(OC)c(O)c2)CC1 in GAA glycogen = -19%
CC(C)N1CCN(Cc2nc(-c3ccccc3)cs2)CC1CCO (centres undefined) in aGlu spleen mod = -3%
NNc1ccccc1C(F)(F)F in IMPase Li inh = 6%
Cc1ccc(NC(=S)N2CCN(CCN3C(=O)c4cccc5cccc(c45)C3=O)CC2)cc1 in HttQ103 aggreg = 26%

Carrying on:
SMILES	HttQ103 aggreg	RGS12 GoLoco inh	HTT ATP protect	GAA inh	GAA glycogen	IMPase Li inh	aGlu spleen mod
CCOC(=O)Nc1sc(NS(=O)(=O)c2ccccc2)nc1C	1%	7%	-6%	1%	u	-5%[38.3 µM]	-1%
Cc1cc(N2CCCC2=O)ccc1S(=O)(=O)N1CCOCC1	16%[9.22 µM]	1%	41%[10 µM]	-5%	-4%	10%	5%
O=C(c1ccccc1F)N1CCN(c2ccc([N+](=O)[O-])cc2-n2cccc2)CC1	-31%[9.22 µM]	5%	6%[10 µM]	x	-2%	x	-1%
Cc1ccc(CSc2nnc(CCCCCNC(=O)OC(C)(C)C)o2)cc1	4%[9.22 µM]	-1%	18%[10 µM]	x	2%	x	-2%
Nc1c(N2CCCC2)c2ccccc2oc1=O	3%[9.22 µM]	15%	-5%[10 µM]	-5%	6%	7%	-2%
COc1ccc2c(c1OC)C[N+]1([O-])CCc3cc4c(cc3C1C2)OCO4 (centres undefined)	28%[9.22 µM]	5%	4%[10 µM]	x	3%	x	-2%
Cc1cccc(Nc2nnc(SCc3cn4ccsc4n3)s2)c1	-13%	8%	-11%[10 µM]	3%	-5%	5%[38.3 µM]	0%
Cc1cc2ncc(-c3ccccc3)nc2cc1C	x	1%	-91%[inhibitor]	x	-2%	3%	1%
O=C(Nc1nc(-c2ccc(F)c(F)c2)cs1)c1ccc(OCC2CCCO2)cc1 (centres undefined)	18%	x	-46%[inhibitor][10 µM]	3%	6%	x	-6%
CS(=O)(=O)N1CCN(C(=O)c2ccncc2)CC1	10%	3%	2%	-2%	9%	-12%[38.3 µM]	-3%
Cc1nnc(NC(=O)CSc2nnc(C)n2Cc2ccccc2)s1	12%	8%	0%[1.9 µM]	0%	0%	0%	-7%
O=C(CSc1nc(O)cc(=O)n1C1CCCC1)Nc1cccc(Cl)c1Cl	-7%	51%[activator]	19%[10 µM]	3%	u	17%	-2%
COc1ccccc1Oc1ccc(S(=O)(=O)NCc2ccccn2)cc1	u	-3%	16%[10 µM]	u	3%	5%[38.3 µM]	-1%
COc1ccc(Cl)cc1C(=O)NCCc1ccc(S(=O)(=O)NC(=O)NC2CCCCC2)cc1	7%&8%	10%	-30%	-3%[15.4 µM]	3%	3%&2%&-9%&8%&-4%&8%&34%&-6%	0%
COc1ccc(OCCn2c(C)c(/C=N/n3cnnc3)c3ccccc32)cc1	u	6%	-29%	-2%	1%	-1%[38.3 µM]	-5%
